BLM helicase inh – qHTS Assay for Inhibitors of Bloom's syndrome helicase (BLM); RecQ-like DNA helicase BLM (Homo sapiens), P54132; recombinant BLM DNA unwinding, fluorescence dequenching; Potency, µM (doses to about 56.1 µM), without a hit: at the top dose activity change, negative = inhibition, most hits filed as inhibitors; 350,000 tested, 0.2% active; AID 2528, 2010;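 also: potency is read from the fitted curve at half-maximal effect; plate controls were vehicle for no effect and no enzyme for full effect; nearly all actives have a fitted effect of over 35% in size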
Pol beta inh – qHTS Assay for Inhibitors of DNA Polymerase Beta; AID 485314, 2010; 340,000 tested, 1.3% active; Pol beta primer extension/strand displacement, fluorescence kinetic; Potency, µM (series often up to 114 µM), inactives show at the top dose activity change, negative = inhibition, usual class: inhibitors; also: potency is read from the fitted curve at half-maximal effect; % is scaled to controls: 0 for no effect and ±100 for the full control effect
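Human Pol beta at 10 nM; strand-displacement substrate 50 nM final. Compound exposure 15 min at room temperature before start, reaction 10 min at room temperature.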
APE1 inh – qHTS Assay for Inhibitors of the Human Apurinic/apyrimidinic Endonuclease 1 (APE1) | DNA repair nuclease/redox regulator APEX1 (Homo sapiens), P27695 | recombinant APE1, TAMRA/BHQ-2 abasic DNA cleavage fluorescence | Potency, µM (titrated, usually from 65.8 µM), without a hit: at the top dose activity change, negative = inhibition, actives largely listed as inhibitors | 350,000 tested, 0.35% active;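 also: potency is read from the fitted curve at half-maximal effect; plate controls were vehicle for no effect and reference inhibitor for full effect; nearly all actives have a fitted effect of over 55% in size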
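APE1 at 0.75 nM preincubated 15 min at room temperature with compound. Reaction then started with 50 nM double-stranded THF-abasic substrate labelled with TAMRA/BHQ-2, and 525/598 nm fluorescence read kinetically. Activity taken as third-minus-first read difference, normalized to DMSO and NSC13755 controls.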
RXFP1 antag – qHTS Assay for Antagonists of the Relaxin Receptor RXFP1. Relaxin receptor 1 (Homo sapiens), Q9HBX9. HEK293-RXFP1, relaxin-stimulated cAMP HTRF, 30 min; hits give low values. activity change, negative = inhibition, % at 57.5 µM. 350,000 tested, 0.59% active;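 active = activity change of -60% or lower, but not beyond a set lower limit; inconclusive = change between -60% and -40%, or beyond the set limit; inactive = change above -40%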; also: % is scaled to controls: 0 for no effect and ±100 for the full control effect
Tb PGK inh – qHTS Assay to Find Inhibitors of Phosphoglycerate Kinase; PGK/GAPDH coupled, Kinase-Glo luminescence, 60 min; Potency, µM (doses to about 57.5 µM), without a hit: at the top dose activity change, negative = inhibition, most hits filed as inhibitors; Phosphoglycerate kinase, glycosomal (Trypanosoma brucei brucei), P07378; AID 602233, 2012; 380,000 tested, 0.043% active; also: potency is read from the fitted curve at half-maximal effect; % is scaled to controls: 0 for no effect and ±100 for the full control effect; nearly all actives have a fitted effect of over 60% in size
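Recombinant glycosomal PGK reaction used 1,3-bisphosphoglycerate generated in-well by GAPDH (100nM final) in 100mM TEA pH 7.6, 5mM MgCl2, 0.01% Tween-20. After 60 minutes at room temperature, ATP was read by Kinase-Glo Plus luminescence end-point.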
Pol iota inh – qHTS for Inhibitors of Polymerase Iota. Pol iota fluorescent replication assay, 10 min. Potency, µM (highest dose often 115 µM), for the others: at the highest dose activity, negative = inhibition, most hits filed as inhibitors. 390,000 tested, 1% active. AID 588590, 2011; also: potency is read from the fitted curve at half-maximal effect
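Pol iota at 10 nM preincubated 15 min with compounds at room temperature; reaction started with fluorescent substrate, 50 nM final. Fluorescence read kinetically at 0 and 10 min; buffer-only wells as negative control.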
POLK inh – qHTS for Inhibitors of Polymerase Kappa | AID 588579, 2011 | Potency, µM (top dose mostly 107 µM), for inactives: at the top dose activity, negative = inhibition, hits mostly inhibitors | purified Pol kappa, fluorescent DNA synthesis assay, 10 min | DNA polymerase kappa (Homo sapiens), Q9UBT6 | 400,000 tested, 0.53% active; also: potency is read from the fitted curve at half-maximal effect; % is scaled to controls: 0 for no effect and ±100 for the full control effect
Target sequence (Q9UBT6 whole entry, looked up): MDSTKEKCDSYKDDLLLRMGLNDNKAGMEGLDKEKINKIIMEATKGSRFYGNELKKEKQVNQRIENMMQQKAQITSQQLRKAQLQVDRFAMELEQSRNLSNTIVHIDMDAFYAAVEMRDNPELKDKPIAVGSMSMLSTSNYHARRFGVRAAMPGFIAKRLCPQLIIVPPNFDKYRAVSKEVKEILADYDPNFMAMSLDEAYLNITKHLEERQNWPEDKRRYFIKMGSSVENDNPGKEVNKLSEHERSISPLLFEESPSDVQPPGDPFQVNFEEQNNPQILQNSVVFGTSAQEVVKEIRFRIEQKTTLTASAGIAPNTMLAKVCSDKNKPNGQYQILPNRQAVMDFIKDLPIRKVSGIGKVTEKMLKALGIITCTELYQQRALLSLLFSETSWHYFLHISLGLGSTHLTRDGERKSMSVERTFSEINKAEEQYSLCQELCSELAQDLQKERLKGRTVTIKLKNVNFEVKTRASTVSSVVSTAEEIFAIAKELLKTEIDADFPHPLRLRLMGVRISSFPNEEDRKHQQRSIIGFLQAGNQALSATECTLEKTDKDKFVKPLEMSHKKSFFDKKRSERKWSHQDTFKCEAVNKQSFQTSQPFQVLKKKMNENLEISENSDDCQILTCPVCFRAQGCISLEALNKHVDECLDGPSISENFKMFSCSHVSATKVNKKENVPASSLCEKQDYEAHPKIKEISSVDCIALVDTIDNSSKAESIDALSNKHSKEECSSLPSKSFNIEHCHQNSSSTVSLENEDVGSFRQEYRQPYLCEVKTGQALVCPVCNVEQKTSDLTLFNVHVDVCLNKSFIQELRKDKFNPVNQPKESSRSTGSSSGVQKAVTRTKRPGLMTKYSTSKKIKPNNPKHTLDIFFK
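Kinetic fluorescence screen: compound preincubated 15 min RT with 10 nM enzyme; 50 nM substrate (final) initiates; reads at 0/10 min.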
Apoferritin bind – qHTS Assay for Identification of Novel General Anesthetics; Ferritin light chain (Equus caballus), P02791; apoferritin/1-aminoanthracene competitive binding, fluorescence; Potency, µM (series often up to 77.5 µM), for inactives: top-dose activity change, negative = displacement, usual class: inhibitors; 350,000 tested, 0.074% active; AID 485281, 2010; also: potency is read from the fitted curve at half-maximal effect; % is scaled to controls: 0 for no effect and ±100 for the full control effect; nearly all actives have a fitted effect of over 20% in size
Target sequence (P02791 2-175 limits assumed): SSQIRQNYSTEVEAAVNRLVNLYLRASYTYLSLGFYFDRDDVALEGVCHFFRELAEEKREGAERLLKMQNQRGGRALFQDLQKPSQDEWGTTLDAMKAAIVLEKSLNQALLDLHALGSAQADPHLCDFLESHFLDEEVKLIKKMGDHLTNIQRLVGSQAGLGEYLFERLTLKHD
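Horse-spleen apoferritin (10 uM) in 50% saturated 1-aminoanthracene in PBS was incubated 10 min at room temperature with compound. Fluorescence (ex 380, em 535 nm) was normalized to free and bound 1-AMA, with concentration-response fitted by a four-parameter Hill equation.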
Pol eta inh – qHTS for Inhibitors of Polymerase Eta. Potency, µM (highest dose often 114 µM), inactives show at the top dose activity change, negative = inhibition, usual class: inhibitors. 390,000 tested, 1.2% active. DNA polymerase eta (Homo sapiens), Q9Y253. AID 588591, 2011. recombinant Pol eta, fluorescent DNA replication assay; also: potency is read from the fitted curve at half-maximal effect; % is scaled to controls: 0 for no effect and ±100 for the full control effect
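Pol eta at 10 nM preincubated with compounds 15 min at room temperature; reaction started with fluorescent substrate (50 nM final) and read kinetically at 0 and 10 min.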
The depositor's hits bear a star; i = inactive; ? = inconclusive; . = not tested or not shown; [ ] = another dose, or the depositor's remark. Unless noted, calls follow the shape of the dose curve; as a rule, active = well fitted curve in the direction sought with a large enough effect; inconclusive = small, poorly fitted or top-dose-only effect, or another doubt; inactive = no such curve, though single readings can be large; an effect the other way counts as inactive or inconclusive.

nr | compound | POLK inh | RXFP1 antag | Apoferritin bind | Tb PGK inh | Pol eta inh | Pol beta inh | BLM helicase inh | Pol iota inh | APE1 inh
1 | O=C(NCCCN1CCN(c2cccc(Cl)c2)CC1)c1sc2ncccc2c1-n1cccc1 | -15%[60.1 µM] | -22 | -15% | 2% | -19% | -16% | 1% | 21% | .
2 | CC1CCN(CCCNC(=O)c2ccc(N3CCCC3=O)cc2)CC1 | 0% | -2 | -1% | -3% | -9% | 0% | 3% | 15% | 69%[activator]
3 | O=C(Cn1nnc2sc3c(c2c1=O)CCCC3)Nc1ccc(F)c(Cl)c1 | ? | -33 | -22% | -8% | 2% | 6% | -14% | ? | .
4 | Cc1ccc(CNC(=O)CN(C(=O)C2(C)CC(=O)N=C3C=CC=CN32)c2cc(C)ccc2C)cc1 (stereo not given) | 7% | -9 | -2% | i | -19% | 3% | 0% | 49%[activator] | 10%
5 | CC1(C)Cc2c(cnn2-c2ccc(F)cc2)C(NC(=O)C2CCC2)C1 (stereo not given) | -4% | -2 | -5% | i | -12% | -2% | -3% | 21% | 50%
6 | CCCNC(=O)c1onc(CSc2nc3ccccc3[nH]2)c1C(=O)NCCC | -6% | . | -14% | 6% | -17% | 25% | -1% | 11% | -7%
7 | O=C(CCNC(=O)c1ccc([N+](=O)[O-])cc1)NC1CCCc2ccccc21 (stereo not given) | -13% | -11 | . | -3% | -1% | . | . | 11% | 2%
8 | O=C(C[n+]1cccc2ccccc21)c1ccc([N+](=O)[O-])cc1 | -11% | -19 | -13% | -2% | -1% | 1% | -3% | 24% | -2%
9 | CCCc1nc2oc3cc(OC)ccc3c(=O)c2c(=O)n1CCc1ccccc1 | -2% | -1 | 1% | -3% | -10% | -11% | -2% | -16%[58.9 µM] | 1%
10 | Cc1ccc(C)c(NC(=O)CN(C)C(=O)C2CCCC2)c1 | -4% | 9 | . | -3% | -4% | . | . | -5% | 4%
11 | CCC(=O)Nc1c(C(=O)N2CCN(c3ccccn3)CC2)cnn1-c1ccc(Cl)cc1 | -6% | -5 | 1% | -2% | -21% | 28% | -1% | 12% | 3%
12 | COC(=O)c1ccccc1OS(=O)(=O)N(C)C | -14% | 5 | -6% | -3% | -4% | 10% | 0% | -4% | ?
13 | COc1cccc(N2CC(C(=O)NC3CCCCC3)CC2=O)c1 (stereo not given) | 2% | -3 | -8% | 9% | -2% | 9% | -4% | 10% | 3%
14 | CCCCCCCSc1nsc(N)n1 | -2% | -2 | ? | -6% | -18% | 8% | -1% | -18% | 7%
15 | CC(CCc1ccccc1)NC(=O)c1ccc(Br)cc1 (stereo not given) | 3% | -23 | -13% | 7% | -21% | 14% | -7% | 105%[activator] | 12%
16 | COc1ccc(O)c(/C=N/NC(=O)CCC(=O)Nc2ccc(F)cc2)c1 | -11% | -6 | 7% | -2% | -13% | -13% | -7% | 101%[activator] | -1%
17 | CCC(C)n1c(=O)c2sccc2n2c(CCCC(=O)N3CCC(C(N)=O)CC3)nnc12 (stereo not given) | 17% | 20 | -7% | -1% | -10% | 1% | 1% | 8% | 64%[activator]
18 | CCN(CC)CCCN=C1N[C@@H](c2cccc(F)c2)C(C(=O)OC)=C(C)N1Cc1ccccc1 | -13% | . | . | 3% | -6% | . | . | -14% | -7%
19 | CC(C)CC1(C)NC(=O)N(CC(=O)NC(=O)Nc2ccc3c(c2)OCCO3)C1=O (stereo not given) | 1% | -12 | ? | 0% | 8% | 4% | -3% | -12% | 15%
20 | CC(C)C1CC(CCN)(c2ccccc2)CCO1 (stereo not given) | -12% | 16 | 2% | 3% | 10% | 1% | -7% | -21% | ?
21 | COc1ccc2[nH]c(C(=O)NCCN3CCCCC3)cc2c1 | 0% | -21 | -8% | 0% | -17% | 15% | 5% | 20% | -1%
22 | COc1cc(NC(=O)c2cccc(Cl)c2Cl)ccc1NC(=O)c1cc2ccccc2o1 | 9% | . | 73%[activator] | -11% | -5% | 1% | -3% | 26% | .
23 | O=C(O)C1C2C=CC(O2)C1C(=O)NCc1ccccc1Br (stereo not given) | -12% | 5 | -19% | -10% | 5% | 22% | 0% | 12% | 1%
24 | CC(=O)c1cccc(NC(=O)COC(=O)c2ccc3c(c2)OCO3)c1 | 0% | -1 | . | 5% | 4% | . | . | 11% | 44%[activator]
25 | Cn1c(=O)cc(OCCCC(=O)N2CCN(c3ccccc3)CC2)c2ccccc21 | -15% | 4 | -14% | 0% | -2% | 8% | 0% | 8% | 1%
26 | CC1(C)Cc2cccc(OCC(=O)NCCc3ccccc3)c2O1 | -14% | 0 | . | 3% | -7% | . | . | 20% | -6%
27 | O=C(NNC(=O)c1ccc(Cl)c(Cl)c1)c1ccncc1 | 3% | -23 | . | i | -11% | . | . | 12% | .
28 | COc1ccc(-c2cc(C(=O)N3CCOCC3)c3ccccc3n2)cc1OC | 2% | -4 | . | -4% | -18% | . | . | 9% | 14%
29 | COc1ccc(-c2cc(C(F)(F)F)nc(S(=O)(=O)CCCC(=O)Nc3ccccc3C(F)(F)F)n2)cc1OC | -1% | 13 | -13% | i | -5% | ? | 2% | 5% | .
30 | O=C(CCN1C(=O)/C(=C\C=C\c2ccccc2)SC1=S)Nc1ccccc1C(=O)O | ? | -26 | -22% | -1% | 25µM* | 38% | -3% | ? | 15%
31 | CCn1ccnc1CN(C)Cc1cn(-c2ccc(C)cc2)nc1-c1ccc(F)cc1 | 2% | -10 | -8% | -3% | -13% | 4% | -10% | -13% | -2%
32 | CC(=O)Nc1ccc2nc(NC(=O)COc3ccc([N+](=O)[O-])cc3)sc2c1 | -10% | 4 | 0% | -4% | 12% | 5% | -2% | 56%[activator] | 4%
33 | Cc1cc2c(c(=O)n1Cc1cccnc1)C(Cc1ccccc1)C(C#N)=C(N)O2 (stereo not given) | -3% | 12 | -4% | -8% | 10% | -7% | -6% | 6% | 2%
34 | O=[N+]([O-])c1cc(-c2n(-c3ccccn3)c3ccccc3[n+]2-c2ccccn2)ccc1Cl | -4% | -3 | -17% | i | -3% | 3% | -7% | 10% | -2%
35 | CC1(C)C[C@H]2C3=CCC4[C@@]5(C)CC[C@H](O)[C@](C)(CO)C5CC[C@@]4(C)[C@]3(C)C[C@@H](O)[C@@]2(CO)[C@@H](O)[C@@H]1O (stereo not given in full) | -12% | 4 | . | -5% | -5% | . | . | 12% | 6%
36 | COc1ccc(-c2csc(Nc3cc(C)ccn3)n2)cc1OC | -19% | -11 | 3% | i | -15% | -3% | -14% | 170%[activator] | 21%
37 | O=C(CN1CCC(c2nc3ccccc3s2)CC1)N1CCCCC1 | -16% | -5 | -6% | 0% | -19% | 5% | -1% | 7% | 3%
38 | O=C(O)C1CCCN1c1ncnc2c1oc1ccccc12 (stereo not given) | -6% | -7 | 6% | 8% | -2% | 13% | -4% | -1% | 18%
39 | Cn1c(=O)c2c(ncn2CC(O)CNc2cccc(Cl)c2)n(C)c1=O (stereo not given) | 2% | -3 | -10% | 3% | -5% | -20% | -1% | 131%[activator] | -1%
40 | COc1cc(S(=O)(=O)N2CCOCC2)ccc1NC(=O)COC(=O)/C=C/c1cc(OC)c(OC)c(OC)c1 | -9% | 6 | . | -2% | 6% | . | . | 105%[activator] | 45%[activator]
41 | Cc1cccc(NC2(C(F)(F)F)N=C(c3ccccc3)NC2=O)n1 (stereo not given) | ? | 13 | -8% | -3% | -21% | -14% | 0% | 42%[activator] | -3%
42 | COC(=O)c1c(-n2c(C)cc(C=O)c2C)sc2c1CCCC2 | -12% | -7 | -15% | -6% | -5% | 24% | -9% | 9% | -4%
43 | CC(NC(=O)CCNC(=O)c1ccc(Br)cc1)c1ccc(S(N)(=O)=O)cc1 (stereo not given) | -5% | 28 | . | 4% | 6% | . | . | ? | -5%
44 | COc1ccc(CCN2CC(C(=O)NCc3cnn(C(C)C)c3)CCC2=O)cc1 (stereo not given) | 0% | -5 | -4% | -5% | -9% | 49% | 0% | 16% | 10%
45 | Nc1nc2sc3c(c2cc1C(=O)N1CCOCC1)CCCC3 | -12% | 1 | 1% | -8% | -18% | -16% | -3% | 19% | -5%

Whole records as entered above. Values in the order: POLK inh	RXFP1 antag	Apoferritin bind	Tb PGK inh	Pol eta inh	Pol beta inh	BLM helicase inh	Pol iota inh	APE1 inh
Entry for `O=C(NNC(=O)c1ccc(Cl)c(Cl)c1)c1ccncc1` : 3%	-23	.	i	-11%	.	.	12%	.
Entry for `CC(=O)Nc1ccc2nc(NC(=O)COc3ccc([N+](=O)[O-])cc3)sc2c1` : -10%	4	0%	-4%	12%	5%	-2%	56%[activator]	4%
Entry for `COc1cc(S(=O)(=O)N2CCOCC2)ccc1NC(=O)COC(=O)/C=C/c1cc(OC)c(OC)c(OC)c1` : -9%	6	.	-2%	6%	.	.	105%[activator]	45%[activator]
Entry for `CC1(C)C[C@H]2C3=CCC4[C@@]5(C)CC[C@H](O)[C@](C)(CO)C5CC[C@@]4(C)[C@]3(C)C[C@@H](O)[C@@]2(CO)[C@@H](O)[C@@H]1O` (stereo not given in full) : -12%	4	.	-5%	-5%	.	.	12%	6%
Entry for `COc1ccc(-c2cc(C(F)(F)F)nc(S(=O)(=O)CCCC(=O)Nc3ccccc3C(F)(F)F)n2)cc1OC` : -1%	13	-13%	i	-5%	?	2%	5%	.

Bioassay records as filed in PubChem BioAssay.

This is a subset; the hit share may differ from the screen's.
